PTHR1 agonist: agonists of human PTHR1 parathyroid hormone receptor; Q03431; HEK293 GP2 PTHR1 cells, GloSensor cAMP luminescence, 1 h; Potency, µM (highest dose often 115 µM), inactives show at the top dose activation, hits mostly activators; actives 0.075% (n = 410,000); note: potency is the fitted concentration of half-maximal effect; nearly all actives have a fitted effect of over 55% in size; some results filed as inactive show a strong effect at the top dose; inactives centre near -15; many of its hits are not listed in these tables
Target sequence (Q03431 whole entry, looked up): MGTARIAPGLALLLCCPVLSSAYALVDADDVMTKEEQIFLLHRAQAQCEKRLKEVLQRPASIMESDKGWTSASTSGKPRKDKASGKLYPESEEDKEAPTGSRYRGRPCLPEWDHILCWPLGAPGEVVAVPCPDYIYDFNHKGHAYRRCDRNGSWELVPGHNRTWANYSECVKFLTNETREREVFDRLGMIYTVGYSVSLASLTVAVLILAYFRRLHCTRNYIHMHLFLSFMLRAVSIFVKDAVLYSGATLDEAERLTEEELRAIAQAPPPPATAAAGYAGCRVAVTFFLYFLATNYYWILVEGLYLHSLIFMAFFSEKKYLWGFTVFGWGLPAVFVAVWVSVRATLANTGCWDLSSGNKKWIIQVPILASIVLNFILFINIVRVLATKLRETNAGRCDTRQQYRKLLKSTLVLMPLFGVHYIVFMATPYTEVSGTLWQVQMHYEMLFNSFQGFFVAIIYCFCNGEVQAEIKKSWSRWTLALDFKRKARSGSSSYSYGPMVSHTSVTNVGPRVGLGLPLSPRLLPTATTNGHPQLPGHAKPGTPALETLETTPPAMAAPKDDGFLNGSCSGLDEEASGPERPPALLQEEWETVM
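HEK-293-derived GP2 cells expressing PTHR1 and a GloSensor cAMP reporter, 3,000/well, plated overnight, given luciferin plus IBMX (each 0.5 mM as added) for 1 h at 37 °C, then compound for 1 h at 37 °C. Luminescence was read after 15 min at room temperature.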
GLP1R inv ag: inverse agonists of human GLP-1 receptor | AID 624417 | actives 1.6% (n = 410,000) | HEK293 GLP-1R CRE-luciferase, luminescence, 24 h; GLP-1R form is constitutively active | P43220 | Potency, µM (titrated, usually from 38.3 µM), for inactives: at the highest dose activity change, negative = inhibition, usual class: inhibitors; note: potency is the fitted concentration of half-maximal effect; % is set by controls: 0 for no effect and ±100 for the full control effect; nearly all actives have a fitted effect of over 55% in size
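Readout was luciferase luminescence, measured 12 min after detection reagent at room temperature. Beforehand, GLP-1R reporter HEK293 cells had sat 12 h, then received compounds for 24 hr at 37 deg C.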
D3 ag: activates the human D3 dopamine receptor | P35462 | D3R DiscoveRx beta-arrestin cells, luminescence, 90 min | max activation, % | actives 0.58% (n = 410,000); in the data active = max activation above about 30%; note: 0% is about no effect; mostly tested at two doses, the higher about 12 µM
Target sequence (P35462 whole entry, looked up): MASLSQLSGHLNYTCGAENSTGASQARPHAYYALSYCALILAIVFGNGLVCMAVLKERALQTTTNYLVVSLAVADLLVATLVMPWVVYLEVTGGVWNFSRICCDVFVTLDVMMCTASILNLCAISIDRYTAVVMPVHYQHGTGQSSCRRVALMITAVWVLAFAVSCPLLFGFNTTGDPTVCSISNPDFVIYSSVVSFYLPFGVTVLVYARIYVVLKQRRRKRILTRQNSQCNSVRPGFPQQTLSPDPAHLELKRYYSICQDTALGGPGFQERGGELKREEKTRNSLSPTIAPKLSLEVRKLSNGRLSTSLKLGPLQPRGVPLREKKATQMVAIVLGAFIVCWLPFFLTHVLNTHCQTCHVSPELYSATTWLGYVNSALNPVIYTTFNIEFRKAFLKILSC
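Agonist-mode cell screen: cells plated at 1500/well and incubated overnight at 37 °C, then exposed to library compounds for 90 min at 37 °C. Detection reagent was added for 30–60 min at room temperature, and luminescence was read.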
GLP1R ag: agonists of human GLP-1 receptor; P43220; actives 0.007% (n = 380,000); Potency, µM (titrated, usually from 45.6 µM), without a hit: top-dose activation, hits mostly activators; HEK293 GLP-1R CRE-luciferase, luminescence, 4-6 h; cells express a hypersensitive GLP-1R form; note: potency is the fitted concentration of half-maximal effect; % of control where 0% means no effect
TDP-43 yeast inh: TDP-43 toxicity inhibition in yeast. TDP-43 expressing yeast growth rescue, BacTiter-Glo, 24 h. Potency, µM (series often up to 46.1 µM), inactives show at the highest dose growth rescue (activation), usual class: activators. actives 1.8% (n = 410,000); note: potency is the fitted concentration of half-maximal effect; % of control where 0% means no effect; nearly all actives have a fitted effect of over 50% in size
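Luminescence from BacTiter-Glo reports growth of TDP-43-expressing yeast after 24 hr at 30 deg C with compound. Cells were raffinose-pregrown to mid-log, then seeded in galactose medium at OD600=0.02.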
KB-V1 MDR tox: kills drug-selected multidrug resistant KB-V1 cells | AID 1347076 | KB-V1 MDR cells viability, CellTiter-Glo, 72 h | actives 3.4% (n = 400,000) | Potency, µM (titrated, usually from 46.1 µM), for the others: top-dose activity change, negative = cytotoxicity, hits mostly cytotoxic; note: potency is the fitted concentration of half-maximal effect; % is set by controls: 0 for no effect and ±100 for the full control effect; nearly all actives have a fitted effect of over 60% in size
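Cytotoxicity toward P-gp-expressing KB-V1 cells was determined as loss of CellTiter-Glo luminescence after 72 h at 37 degrees C. Compounds were tested in quantitative HTS format across a concentration range, with curves fitted to normalized data.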
HEK293 tox: cytotoxicity in counter-screen for GLP-1R inverse agonists; HEK293 cAMP-luciferase reporter cells, luminescence, 24 h; Potency, µM (top dose mostly 38.3 µM), inactives show top-dose activity change, negative = inhibition, hits mostly inhibitors; actives 0.13% (n = 410,000); AID 624418;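 note: loss of luciferase light is scored as toxicity; potency is the fitted concentration of half-maximal effect; % is set by controls: 0 for no effect and ±100 for the full control effect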
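A 23 nL compound transfer followed 12 hours of cell culture at 37 deg C; exposure then lasted 24 hr. Luciferase assay detection reagent was dispensed and plates read for luminescence after a 12 min room-temperature wait.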
DRD3 antagonist: antagonists of human D3 dopamine receptor; D3R cells, DiscoveRx beta-arrestin luminescence, antagonist mode; hits give low values; AID 652054; max response, negative = inhibition, %; actives 2.5% (n = 360,000); P35462; in the data active = max response below about -50%; inconclusive = no clear call, values can overlap the other calls; note: % is set by controls: 0 for no effect and ±100 for the full control effect; mostly tested at two doses, the higher about 12 µM
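Cells expressing the human receptor were seeded at 1500 cells/well, incubated overnight at 37 degrees C in 5% CO2, then exposed to library compounds with dopamine controls for 90 minutes at 37 degrees C before luminescent detection.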
aSyn yeast inh: rescues yeast growth from alpha-synuclein toxicity; Yeast expressing alpha-synuclein, growth rescue, BacTiter-Glo, 24 h; Potency, µM (top dose mostly 46.1 µM), for inactives: top-dose growth rescue (activation), most hits filed as activators; actives 0.14% (n = 370,000); note: potency is the fitted concentration of half-maximal effect; % of control where 0% means no effect; nearly all actives have a fitted effect of over 65% in size
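Screening used galactose-induced yeast with toxic alpha-synuclein levels, exposed to compound for 24 hr at 30 deg C. Cell growth, read with BacTiter-Glo luminescence, gave the measured signal.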
Active calls of the source: *; i = inactive; ? = inconclusive; . = no result given; & = joins results of further samples; [ ] = another dose, or the depositor's remark. Unless noted, calls come from the whole dose curve; as a rule, active = well fitted curve in the direction sought with a large enough effect; inconclusive = small, poorly fitted or top-dose-only effect, or another doubt; inactive = no such curve, though single readings can be large; an effect the other way counts as inactive or inconclusive. Some of the compounds tested; rates above refer to the full screens.

SMILES	PTHR1 agonist	GLP1R inv ag	D3 ag	GLP1R ag	TDP-43 yeast inh	KB-V1 MDR tox	HEK293 tox	DRD3 antagonist	aSyn yeast inh
O=C1NC[C@H](CCCCN2CCN(Cc3ccccc3)C(=O)C2=O)N(CCc2ccccc2)C1=O	-8.0%	29.7%	-0.1	-0.8%	17.6%	-0.3%	1.5%	4.0	1.0%
O=C(Nc1nc(-c2ccc(Cl)cc2)cs1)NC1CCCCC1	-40.3%[inhibitor]	?	-2.3	0.3%	26.4%	13µM*	-26.4%	-15.3	-2.0%
Cc1cc(N2CCN(c3ccccc3)CC2)nc(-c2ccccc2)n1	-5.7%	?	0.9	3.9%	0.8%	0.0%	19.8%	-10.1	-3.4%
CC(=O)c1cccc(NC(=O)C2CCCN(S(=O)(=O)c3cccc4cccnc34)C2)c1 (stereo not drawn)	-33.9%	6.0%	1.5	6.8%	-3.7%	?	-20.5%	3.0	-0.5%
Cc1ccc2[nH]c(O)c(N=Nc3ccccc3C)c2c1	i	-13.7%	-8.5	10.5%	-3.8%	7.2%	0.9%	-3.8	8.6%
COC(=O)C1C2C=CC(C3CC23)C1C(=O)OCC(=O)c1ccccc1 (stereo not drawn)	i	-1.0%	2.1	2.8%	28.7%	0.0%	-12.5%	-23.9	3.9%
COc1ccc2nc(C)cc(N/N=C/c3ccc(F)cc3)c2c1	i	?	4.3	-4.1%	-0.7%	?	?	3.0	-0.3%
CCc1ccc(NC(=O)C(CC)n2nnc(C(=O)OC)c2C(=O)OC)cc1 (stereo not drawn)	i	-6.7%	-11.7	.	11.6%	1.3%	14.6%	.	.
Cc1cc(=O)nc2c3ccccc3n(CC(=O)NC3CCCCC3)n12	-3.1%	-6.7%	1.2	-3.2%	17.6%	0.1%	2.1%	10.1	2.4%
CC1(C)Cc2c(c(N3CCOCC3)nc3sc(C(=O)Nc4cccc(Cl)c4)c(N)c23)CO1	-7.4%	-16.2%	1.9	-2.0%	-0.5%	-23.9%	-1.6%	3.2	-8.2%
CCn1c(CNC(=O)c2ccc(OC)cc2)nnc1SCC(=O)Nc1cccc(C)c1	-20.6%	-3.2%	-12.7	-0.8%	-19.4%	?	-20.8%	.	.
CC1(Br)C(Sc2ccccc2[N+](=O)[O-])=Nc2ccccc21 (stereo not drawn)	-9.4%	?	-13.3	10.7%	?	?	?	-50.7*	?
CCc1ccccc1NC(=O)NC1CC2CCC(C1)N2Cc1cccs1 (stereo not drawn)	i	-25.9%	-29.7	-0.1%	-15.5%	-26.2%	-4.1%	-54.3*	-1.7%
COc1ccc(C#Cc2c(-c3ccsc3)oc3ccc(N4CCOCC4)cc23)cc1	-18.2%	15.4%	5.4	3.5%	19.8%	1.1%	-15.3%	0.0	2.2%
CCOC(=O)c1ccc(CN(Cc2ccc(C)cc2)S(=O)(=O)c2cccc([N+](=O)[O-])c2)cc1	i	2.7%	-1.9	-9.4%	9.1%	-9.0%	1.7%	5.2	2.6%
Oc1cccc(C=NN=C2c3ccccc3-c3ccccc32)c1	-94.3%[inhibitor]	-30.4%	1.7	16.5%	28.2µM*	18.4µM*	1.4%	-24.8	-27.7%
Cc1c(NC(=O)c2ccc3c(c2)OCO3)c(=O)n(-c2ccccc2)n1C	?	2.7%	-11.1	-3.7%	-15.3%	-1.9%	2.7%	-14.3	3.7%
COC(=O)[C@]1(C)N[C@H](CN(C)C(=O)Nc2ccccc2)[C@@H]2C(=O)N(Cc3ccccc3)C(=O)[C@@H]21	-5.4%	2.0%	15.6	9.3%	23.6%	0.0%	2.2%	33.5	-9.2%
Nc1cc2c(cc1[N+](=O)[O-])-c1ccccc1C2=NO	i	?	-16.0	-6.1%	3.55µM*	-17.1%	-33.7%	-9.7	9.2%
CN(CC(=O)Nc1cccc(Cl)c1)S(=O)(=O)c1ccc2c(c1)n(C)c(=O)c(=O)n2C	-3.2%	-4.8%	2.0	-8.6%	-4.4%	0.0%	13.8%	-2.9	1.9%
O=C1c2ccccc2C(=O)N1c1ccccc1	-9.0%	-4.0%	-4.9	-8.3%	3.8%	?	-6.5%	41.5	0.4%
N#C/C(=C\Nc1ccccc1O)c1nc2ccccc2o1	-23.6%	?	-0.2	-24.4%	7.08µM*	20.6µM*	12.8%	-5.5	-40.5%[inhibitor]
CCO[C@@H]1OC(C(=O)Nc2ccccc2)=C[C@H](C2CC2)[C@H]1CCCO	i	0.6%	2.8	3.7%	21.6%	11.2%	11.7%	23.4	-0.2%
Cc1cc(SC2CCOC2=O)nc2ccccc12 (stereo not drawn)	-23.5%	3.2%	3.4	7.0%	0.0%	2.1%	-8.3%	13.2	0.5%
O=C(c1cccs1)N1CCN(C(=O)C2CCCO2)CC1 (stereo not drawn)	i	5.1%	17.0	-3.6%	-11.8%	17.1%	6.9%	10.9	2.4%
COc1ccc(NC(=O)c2cc(C3CC3)nc3c2c(C)nn3-c2ccccc2)c(OC)c1	i	0.1%	11.2	.	23.6%[9.22 µM]	-24.5%	-4.3%	.	.
COc1cc(/C=N/N=C(\N)c2nonc2N)cc(OC)c1OC	i	50.5%[activator]	-3.1	18.5%	0.0%	?	-4.9%	?	-4.9%
CC(C)(C)c1ccc(N2C(=O)Cc3c2nc(N)c(C#N)c3N)cc1	-1.9%	2.9%	-1.0	15.8%	-3.2%	0.0%	-24.2%	5.9	.
Cc1cccc(NC(=O)C2CCCN(C(=O)Nc3ccc(F)cc3)C2)c1C (stereo not drawn)	-6.2%	?	10.5	16.8%	-2.1%	7.1%	-3.9%	2.0	5.2%
COc1ccc(Cc2nnc(NC(=O)c3ccco3)s2)cc1OC	-4.5%	68.6%[activator]	0.7	7.3%	10.0%	-23.9%	-2.2%	5.0	7.5%
CCCCn1c(CCC(=O)O)nc2cc(S(=O)(=O)N(CC)CC)ccc21	i	8.6%	-10.6	2.3%	-17.5%	3.2%	-4.1%	8.0	-1.7%
O=C(Nc1ccc(NC(=O)c2cccs2)cc1)c1cccnc1	i	-7.9%	-0.4	3.3%	8.1%	15.4%	-9.3%	-1.8	-2.2%
COc1ccc2cc(C(N)=O)c(=Nc3ccc(C)cc3)oc2c1	i	-20.1%	0.4	2.6%	-12.2%	-17.0%	20.9%	-12.5	-1.7%
CC(CC(=O)N(C)C1CCCCC1)S(=O)(=O)c1ccc2c(c1)NC(=O)CO2 (stereo not drawn)	i	-4.3%	-7.5	1.9%	-12.7%	-12.5%	-14.2%	-1.3	-2.7%
O=C(CSc1nc(C2CC2)nc2ccccc12)N1c2ccccc2Sc2ccc(C(F)(F)F)cc21	i	?	-5.1	-2.5%	10.8%	18.4µM*	?	19.1	4.4%
CCC(=Nc1ccc(Cc2ccncc2)cc1)c1c(O)n(C)c(=O)n(C)c1=O	i	-6.7%	0.7	7.7%	-20.3%	-9.4%	13.4%	4.3	-4.1%&-1.6%
O=C(CN1CCCCCC1)Nc1cc(C(F)(F)F)ccc1Cl	i	1.0%[0.307 µM]	-5.9	6.3%	-6.8%	-12.0%	3.2%[0.307 µM]	-77.4*	-5.5%
CC1=NN(C(N)=S)C(=O)C1N=Nc1ccccc1O (stereo not drawn)	i	-5.6%	0.4	-1.7%	11.4%	-20.8%	0.9%	2.5	-8.3%
CN(Cc1ccno1)C(=O)CC1C(=O)NCCN1CC(c1ccccc1)c1ccccc1 (stereo not drawn)	i	?	-6.6	10.8%	-7.0%[0.397 µM]	29.9%	0.3%	30.3	-1.6%
C=CCn1c(SCc2ccc(Cl)cc2)nc2cc(C(=O)N3CCC(C(N)=O)CC3)ccc2c1=O	-2.8%	15.6%	2.3	2.3%	-4.5%	25.9µM*	6.0%	4.8	-6.2%
O=C(NCCN1CCOCC1)c1ccc2c(c1)N(Cc1ccccc1)CCS2	i	?	-1.4	-5.8%	0.6%	-15.3%	4.8%	11.9	3.0%
CC1=Nc2ccccc2/C1=C/c1sc(=S)n(-c2cccc(C(=O)O)c2)c1O	10.9%	1.7%	-0.8	-1.5%	-22.8%	1.8%	-2.7%	?	-1.2%
CCSc1nnc(NC(=O)C2Cc3ccccc3CN2S(=O)(=O)CC)s1 (stereo not drawn)	?	-16.8%	0.0	-0.1%	3.1%	0.0%	8.2%	-18.9	2.7%
O=C(Nc1ccc2c(c1)OCCO2)C(c1ccccc1F)n1c(=O)c(-c2ccco2)nc2ccccc21 (stereo not drawn)	-16.2%	-1.1%	2.3	.	?	-9.9%	1.4%	-1.1	1.5%
Cc1cc(N2CCOCC2)nc2ccc(NC(=S)NCc3ccc4c(c3)OCO4)cc12	-11.0%	11.3%	0.2	21.5%	3.9%	0.0%	-36.0%	10.2	-0.2%
COc1ccc(Cn2c(=O)oc3ccccc32)cc1OC	-64.1%[inhibitor]	26.7%	4.7	24.2%	0.0%	20.6µM*	2.0%	-19.7	-4.6%

For convenience, part of the list above.
SMILES	PTHR1 agonist	GLP1R inv ag	D3 ag	GLP1R ag	TDP-43 yeast inh	KB-V1 MDR tox	HEK293 tox	DRD3 antagonist	aSyn yeast inh
O=C(Nc1ccc2c(c1)OCCO2)C(c1ccccc1F)n1c(=O)c(-c2ccco2)nc2ccccc21 (stereo not drawn)	-16.2%	-1.1%	2.3	.	?	-9.9%	1.4%	-1.1	1.5%
Cc1cc(N2CCOCC2)nc2ccc(NC(=S)NCc3ccc4c(c3)OCO4)cc12	-11.0%	11.3%	0.2	21.5%	3.9%	0.0%	-36.0%	10.2	-0.2%
COc1ccc(Cn2c(=O)oc3ccccc32)cc1OC	-64.1%[inhibitor]	26.7%	4.7	24.2%	0.0%	20.6µM*	2.0%	-19.7	-4.6%

High-throughput results as filed in PubChem.
